From PubChem BioAssay
Pf Dd2 growth – qHTS Primary assay for Inhibitors of Plasmodium falciparum Dd2 growth in vitro; P. falciparum Dd2 growth, SYBR Green, 72 h; Potency, µM (top dose mostly 28.9 µM), for inactives: top-dose activity, negative = inhibition, hits mostly inhibitors; 4.3% of 120,000 active; active means well fitted inhibition curve with a large enough effect; inconclusive means small, poorly fitted or top-dose-only effect; inactive means no such curve, though single readings can be large or run the other way;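 further: plate controls were DMSO vehicle for no effect and reference drug for full effect; nearly all actives have a fitted effect of over 65% in size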
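Infected erythrocytes (Dd2, 0.3% parasitemia, 2.5% hematocrit final) are added to compound in RPMI-1640/Albumax II medium, grown 72 h at 37C in low oxygen, then lysed with saponin/Triton-X containing SYBR Green and read by fluorescence.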
The depositor's hits bear a star; i = inactive; u = inconclusive; [ ] = another dose, or the depositor's remark. Potency means the concentration at half of the fitted maximal effect. These rows are one share of the data. The share of hits here may be higher or lower than overall.

mol	Pf Dd2 growth
CC(=O)NCC(=O)N1CCCC(Nc2ccc(F)cc2)C1 (configuration not stated)	-14%
CC(=O)Nc1ccc(NC(=O)C(c2ccccc2)N2Cc3ccccc3C2=O)cc1 (configuration not stated)	i
O=C1NCc2ccccc2CC12CCCCN2Cc1ccc(F)cc1 (configuration not stated)	u
CCOCCn1c(=O)[nH]c2cc(C(=O)NCc3n[nH]c(C)n3)ccc21	-4%
CS(=O)(=O)c1ccc(CN[C@@H]2CO[C@H](CNC(=O)c3ccc(F)cc3)[C@H]2O)cc1	17%[44.1 µM]
CS(=O)(=O)NC[C@H]1OC[C@@H](NC2CCC2)[C@@H]1O	25%[44.1 µM]
CNC(=O)c1cc[nH]c1C1CCCN(C(=O)CN2CCCC2=O)C1 (configuration not stated)	8%
Cc1ccc(C(CC(=O)Nc2ccc(F)c(Cl)c2)N2Cc3ccccc3C2=O)cc1 (configuration not stated)	34%[activator]
NCC1CCCN(Cc2cccc(-c3nc(-c4cccnc4)cc(=O)[nH]3)c2)C1 (configuration not stated)	3%
COc1ccc(CNC(=O)CCS(=O)(=O)c2cc(Br)cc3c2N(C(=O)C2CC2)CC3)cc1	u
COc1cccc(CNC(=O)c2cc(=O)[nH]c3ccc(S(=O)(=O)N4CCCCC4)cc23)c1	22%
CN1CC[C@H]2CN(C(=O)c3cnn(C)c3)C[C@@]2(C(=O)O)C1	5%
Cc1cccc(OCC(=O)Nc2ccc3c(c2)N(C)C(=O)c2ccccc2S3)c1	u
O=C(Nc1ccc(F)cc1)c1ccc(CN2CC(=O)N3CCCCC3C2=O)cc1 (configuration not stated)	72%[activator]
O=C(Cc1ccccc1F)N1CCC(c2nc3c(nnn3Cc3cccc(Cl)c3)c(=O)[nH]2)CC1	10µM*
CC(C)c1ccc(NS(=O)(=O)c2ccc3[nH]cc(C(=O)N4CCCC4)c(=O)c3c2)cc1	34%[activator]
Cc1cccc(OCC(=O)c2ccc3c(c2)N(C(C)C(=O)N2CCOCC2)C(=O)CO3)c1C (configuration not stated)	u
O=C(N1CCC(Cc2nc(-c3ccc(F)cc3)no2)CC1)C1(c2ccccc2)CC1	-19%
CCC(=O)N1CCc2cc(Br)cc(S(=O)(=O)N3CCC(C(=O)Nc4cccc(C)c4)CC3)c21	u
Cn1c(=O)cc(C(=O)NC2CCCc3c2[nH]c2ccc(Cl)cc32)c2ccccc21 (configuration not stated)	u
Cc1cc(S(=O)(=O)N2CCCC(Cn3cnc4cccnc43)C2)ccc1F (configuration not stated)	i
COCCCn1c(C)cnc1CC1CCN(C(=O)NC2CCCCC2)CC1	-9%
CC(Oc1ccccc1F)C(=O)Nc1ccc(-c2nc3ccccc3s2)cc1 (configuration not stated)	i
C[S+](=O)([O-])c1ccc(-c2nc(C(=O)NCc3ccc4c(c3)OCO4)n3ccccc23)cc1	u
CN(CC[C@@H]1CC[C@H](O)[C@@H](C(=O)N(C)Cc2ccccc2)O1)Cc1ccccc1	u
O=C(Cn1ncc2c3ccccc3n(Cc3cccc(Cl)c3)c2c1=O)NCCCN1CCCCC1	u
CCNC(=O)N[C@H]1[C@H](O)[C@@H](N(CC)CC)[C@@H]2OC[C@H]1O2	14%[44.1 µM]
CCN(CCCNC(=O)CN1N=C(c2ccccc2)CCC1=O)c1ccccc1	36%[activator]
CCn1cc(-c2ccncc2)cc1C(=O)NCc1ccc(Cl)cc1	u
Cc1cccc(-c2nocc2CCC(=O)N2CCN(c3ccccn3)CC2)c1	i
Cn1ncc2c(NCCc3cn4ccccc4n3)nc(C3CCCC3)nc21	i
COc1ccccc1CNS(=O)(=O)c1ccc2c(c1)CC(C)N2C(C)=O (configuration not stated)	21%
Cc1nc(N2CCC(NC(=O)c3cccnc3)CC2)cc(C(F)(F)F)n1	i
N#Cc1ccc(CN2CCC3(COC(=O)N3Cc3ccccc3)C2)cc1 (configuration not stated)	-5%[44.1 µM]
CC(=O)N1CCC(N[C@H]2C[C@@H](Cc3cc(CN(C)C)on3)C2(C)C)CC1	-14%[44.1 µM]
COc1ccc(-c2c(C#N)c(SCC(=O)Nc3cccc(Cl)c3)nc(C)c2C(=O)Nc2ccccc2)cc1OC	u
Cc1ccc([S+](=O)([O-])N2CCCC(c3nn(-c4ccc(Cl)cc4)c(=O)[nH]3)C2)cc1 (configuration not stated)	-21%
O=C(CCc1ccccc1)NCCC1CCN(C(=O)Nc2ccccc2F)CC1	1%
O=C(Nc1ccc2ncnc(N3CCCCC3)c2c1)c1ccccc1Br	i
CCOc1ccccc1NC(=O)Cn1c(=O)c(-c2noc(C)n2)c2n(c1=O)CCCCC2	u
CCc1nncn1C1CCN(C(=O)c2ccc(OC)cc2)CC1	-6%
O=C(NCCN1CCCCC1)C1CCN(C(=O)N2CC3CC(C2)[C@H]2CCCC(=O)N2C3)CC1 (some centres not stated)	7%
O=C(C1CC1)N1CCCN(c2nc3ncccc3o2)CC1	11%[44.1 µM]
COc1ccc(C)cc1-n1nnc(C(=O)Nc2cccc(SC)c2)c1C	i
COc1cccc2c1cc1c(=O)n(CC(=O)NCc3ccco3)nc(C)n12	17%
CCN(c1ccccc1)S(=O)(=O)c1ccc(-c2cc(C)no2)s1	48%[activator]
Cc1ccc(C(=O)N2CCC(C3CCN(S(C)(=O)=O)CC3)C2)c(=O)[nH]1 (configuration not stated)	5%
CC1CCN(C(=O)[C@@H](C)C2CC[C@@]3(C)CC[C@H](NC(=O)COc4ccccc4)[C@@H](C)[C@@H]3[C@H]2O)CC1 (some centres not stated)	i
COc1ccc(NC(=O)c2oc3ccccc3c2NC(=O)c2cc(C)cc(C)c2)c(OC)c1	2%
CCOC(=O)Cn1c(=O)oc2cc(S(=O)(=O)N3CCCC(C)C3)ccc21 (configuration not stated)	u

Reprinted from the part before: 3 entries; new compounds follow.
mol	Pf Dd2 growth
CC1CCN(C(=O)[C@@H](C)C2CC[C@@]3(C)CC[C@H](NC(=O)COc4ccccc4)[C@@H](C)[C@@H]3[C@H]2O)CC1 (some centres not stated)	i
COc1ccc(NC(=O)c2oc3ccccc3c2NC(=O)c2cc(C)cc(C)c2)c(OC)c1	2%
CCOC(=O)Cn1c(=O)oc2cc(S(=O)(=O)N3CCCC(C)C3)ccc21 (configuration not stated)	u
Cc1cc2ncc(C(=O)N3CCC(Cc4ccccc4)CC3)cn2n1	-2%[44.1 µM]
O=C(NCc1ccccc1F)c1ccc2c(c1)CN(Cc1cccc(F)c1)CCO2	-2%
O=C(NC(Cc1ccncc1)C1CC(O)C1)c1cccc(N2CCNC2=O)c1 (configuration not stated)	-2%
CCCC(=O)N1Cc2ccccc2CC2(CCN(Cc3ccc(C(F)(F)F)nc3)CC2)C1	u
O=C(Cc1ccccc1)NC1CC(=O)N(c2ccc3c(c2)OCCO3)C1 (configuration not stated)	i
O=C(Nc1cccc(Cl)c1)[C@@H]1C[C@@H](c2ccc(F)cc2)N([S+](=O)([O-])c2cccnc2)C1	i
CN(C)S(=O)(=O)N1CCc2nc3cc(-c4ccccc4)[nH]n3c(=O)c2C1	-21%[5.79 µM]
Cn1nccc1C(=O)NCCC1CCN(C(=O)Nc2ccccc2)CC1	-12%
Cc1ccc(C(=O)N(C)CC2CCOC2)cc1 (configuration not stated)	37%[activator][5.79 µM]
CCN(Cc1ccccc1)C(=O)CCC[C@@H]1[C@H]2CCCN3CCC[C@@H](CN1Cc1cccnc1)[C@@H]23	u
O=C(NCCCc1nc2ccccc2n1Cc1cccc(Cl)c1)c1ccco1	-15%
COC(=O)c1ccc2c(=O)n(CCCCCC(=O)NCCc3ccccc3)c(=O)[nH]c2c1	u
Cc1ccc(OCCC2CCN(C(=O)c3ccsc3)C2)cc1 (configuration not stated)	i
CCOc1cccc(C(=O)N(Cc2ccc(F)cc2)Cc2ccco2)c1	-6%
O=C1CCN(Cc2cccc(F)c2)CCCOCCN1	-18%
C#CCNC(=O)C1CCc2nnc(C3CCN(C(=O)c4ccccc4)CC3)n21 (configuration not stated)	16%
COc1cccc(CC(=O)N2CCC(c3n[nH]c(=O)n3-c3ccc(C)cc3)CC2)c1	u
O=C1N[C@@H]2CCN(C(=O)c3cccnc3)[C@@H]2C(=O)N1c1ccc(Oc2ccccc2)cc1	-18%[44.1 µM]
COc1ccc(C2CC(=O)Oc3c2c(=O)oc2ccccc32)c(OC)c1OC (configuration not stated)	34%[activator]
Cc1c(Cl)cccc1N1CCn2c1nc1c2c(=O)n(CC(=O)O)c(=O)n1C	-8%
COc1ccc(CN2CCC(CO)(CCCc3ccccc3)CC2)c(Cl)c1OC	u
O=C(NCCC1CCN(Cc2ccccc2)CC1)C1CCN(c2cnn(Cc3ccccc3)c(=O)c2)C1 (configuration not stated)	u
Cc1ncsc1CN1CCCN(Cc2ccncc2)C(c2ccccc2)CC(=O)NCC1 (configuration not stated)	u
CCCCc1nn(CC(=O)N2CCCC(O)C2)c(=O)n1CCc1ccccc1 (configuration not stated)	-13%
COC[C@@H]1CN(C(=O)c2cccc(C#N)c2)C[C@H]1c1ccncc1	0%
COc1ccc2nc([C@H]3CCN(Cc4ccc(F)c(F)c4)C3)[nH]c2c1	i
Cc1csc(Nc2ccc3ncn(Cc4ccccn4)c(=O)c3n2)n1	-21%[44.1 µM]
CCn1nnc2cc(C(=O)Nc3ccc(C)c(Cl)c3)ccc21	21%
O=C(NC1CCCCC1)c1ccc2c(c1)N(Cc1ccc(F)cc1)C(=O)c1ccccc1S2(=O)=O	-9%
Cc1ccc(CN2CCC3(CC2)CC(C(=O)N2CCOCC2)N(C)C3)s1 (configuration not stated)	i
CN(C)c1cccc(-c2nc(N3CCOCC3)cc3c2CN(Cc2cnn(C)c2)C3=O)c1	u
Cc1ccc(S(=O)(=O)N2CCCC(Cn3c(C4CC4)nc4cccnc43)C2)cc1 (configuration not stated)	u
CCOc1ccc(-n2c(SCc3ccc(C(=O)OC)o3)nc3c([nH]c4ccccc43)c2=O)cc1	i
O=C(NCCc1csc(-c2cnccn2)n1)C1CC2(CCNCC2)CN1 (configuration not stated)	-13%
Cc1cnc(-c2ccccc2)n1C1CCNCC1	u
Cc1cc(C(=O)N2CCCC(CCc3c(F)cccc3F)C2)c(=O)n(C)c1C (configuration not stated)	-21%
CCOc1ccc(C2=NC(c3ccncc3)=Nc3ccc(C)cc3N2)cc1OCC	-1%
O=C(COc1cccc(-c2nnc3n2CCCC3)c1)Nc1ccc(Cl)cc1F	-29%
O=C(C1CC1)N1CCC(c2nn(Cc3ccccc3)c(=O)[nH]2)CC1	-16%[44.1 µM]
O=C(c1ccc(-c2ccccc2CO)nc1)N1CCC(CCc2ccccc2)CC1	-9%
CN(C)S(=O)(=O)N1CCC2(CCC(=O)N(CC3CC3)CC2)CC1	-1%
O=C1CCN(C2CCCC2)CCOCCN1	-25%
COCC1CN(C(C)=O)CC12CCN(Cc1cccc(OC)n1)CC2 (configuration not stated)	-8%
COc1ccccc1CNC(=O)CCCn1c(=O)c2ccccc2n(Cc2ccccc2F)c1=O	i
Cc1ccc(NC(=O)CN2C(=O)NC3(CCC(C)CC3)C2=O)cc1C (configuration not stated)	i
CCC(=O)Nc1ccc(OCC(=O)NCc2ccccc2OC(C)CC)cc1 (configuration not stated)	u
CC(C)CC(=O)Nc1nnc(S(=O)(=O)N(C)Cc2ccc(Cl)cc2)s1	10%
Cc1ccc(-c2nc(C(=O)NCc3ccc(F)cc3)no2)cc1	32%
C=CCn1cc2c3c(cccc31)[C@H](CC(C)C)N[C@H](C(=O)NC1CCC1)C2	13µM*
Cc1cc(CNC(=O)c2cc(-c3ccco3)nc3c(Cl)cccc23)no1	8.9µM*

Reformatted: results already given
O=C(NCc1ccccc1F)c1ccc2c(c1)CN(Cc1cccc(F)c1)CCO2
  Pf Dd2 growth: -2%
CCN(CCCNC(=O)CN1N=C(c2ccccc2)CCC1=O)c1ccccc1
  Pf Dd2 growth: 36%[activator]
O=C(NC(Cc1ccncc1)C1CC(O)C1)c1cccc(N2CCNC2=O)c1 (configuration not stated)
  Pf Dd2 growth: -2%
Cc1nc(N2CCC(NC(=O)c3cccnc3)CC2)cc(C(F)(F)F)n1
  Pf Dd2 growth: i

Additional records follow.
mol	Pf Dd2 growth
Cc1cccc(NC(=O)C(Cc2ccccc2)N2Cc3ccccc3C2=O)c1C (configuration not stated)	i
CCOc1ccccc1NC(=O)Cn1c(=O)ccc2cc(S(=O)(=O)N3CCC(C)CC3)ccc21	13µM*
CC(C)Cc1ccc(S(=O)(=O)N2C[C@@H](F)C[C@H]2C(=O)N2CCc3ccccc3C2)cc1	-10%
COc1ccc(CC(=O)N2CCOC[C@H](Oc3ccccc3)C2)cc1	-15%[44.1 µM]
CC1CCN(c2ncnc3c2cnn3-c2ccc(F)cc2)CC1	13%
Cc1cc(C)cc(NC(=O)CCCN2C(=O)COc3ccc(C)cc32)c1	i
O=C(CN1CCCc2nc(-c3ccccc3)ncc2C1=O)NCCCN1CCCC1=O	-21%
CCc1[nH]ncc1C(=O)NC1CC(c2nnc(Cn3ccnc3)n2C)C1 (configuration not stated)	-11%
O=C(Nc1nnc(S(=O)(=O)N2CCCCC2)s1)c1ccccc1Br	-15%
CC[C@H]1CN2CC[C@H]1C[C@@H]2CNCc1ccc(-c2ccccc2)cc1	u
